Screening data as filed in PubChem.
LmPK inh – LmPK (Leishmania mexicana) enzyme inhibition; purified LmPK, Kinase-Glo ATP luminescence, 1 h; Q27686; Potency, µM (top dose mostly 57.5 µM), for inactives: at the top dose activity change, negative = inhibition, hits mostly inhibitors; hit rate 0.37% among 290,000; also: potency is read from the fitted curve at half-maximal effect; % is scaled to controls: 0 for no effect and ±100 for the full control effect
Target sequence (Q27686 whole entry, looked up): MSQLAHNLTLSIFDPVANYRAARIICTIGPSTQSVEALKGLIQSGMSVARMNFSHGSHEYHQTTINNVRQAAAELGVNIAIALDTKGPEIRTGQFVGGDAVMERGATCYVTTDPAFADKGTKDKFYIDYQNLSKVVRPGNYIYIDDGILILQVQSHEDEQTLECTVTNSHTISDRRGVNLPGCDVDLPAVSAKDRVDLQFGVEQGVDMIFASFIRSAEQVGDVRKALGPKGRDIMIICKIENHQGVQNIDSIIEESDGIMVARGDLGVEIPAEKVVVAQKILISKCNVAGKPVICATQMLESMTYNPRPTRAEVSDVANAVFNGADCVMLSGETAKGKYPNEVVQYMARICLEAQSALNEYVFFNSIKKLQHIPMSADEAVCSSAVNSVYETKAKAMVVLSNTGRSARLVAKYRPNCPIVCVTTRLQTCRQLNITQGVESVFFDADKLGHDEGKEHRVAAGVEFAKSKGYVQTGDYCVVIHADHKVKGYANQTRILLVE
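Purified LmPK (0.1 nM) converted ADP (0.1 mM) to ATP with PEP (0.5 mM) in imidazole buffer pH 7.2 with KCl and MgCl2, 1 h at room temperature. ATP was read by Kinase-Glo luminescence; data normalized to uninhibited and no-enzyme controls.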
Pf growth 96h – P. falciparum growth inhibition at 96 hours; P. falciparum luciferase reporter growth, 96 h; Potency, µM (series often up to 28.7 µM), for inactives: at the highest dose activity change, negative = inhibition, usual class: inhibitors; hit rate 6.9% among 320,000; also: potency is read from the fitted curve at half-maximal effect; % is scaled to controls: 0 for no effect and ±100 for the full control effect
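Readout is luminescence from an integrated firefly luciferase in P. falciparum. Red cells, 2% hematocrit and 0.05% parasitemia final, were cultured with compound through two parasite generations (96 hours) at 37 C, 5% CO2.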
AmpC inh no detg – inhibitors of E. coli AmpC beta-lactamase without detergent. AmpC nitrocefin hydrolysis, absorbance 480 nm, 0.0001% Triton. hit rate 0.52% among 330,000. Potency, µM (doses to about 57.1 µM), for inactives: at the highest dose activity change, negative = inhibition, hits mostly inhibitors. P00811. AID 485341;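 also: potency is read from the fitted curve at half-maximal effect; plate controls were no compound for no effect and no enzyme for full effect; nearly all actives have a fitted effect of over 20% in size; some results filed as inactive show a strong effect at the top dose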
Target sequence (P00811 whole entry, looked up): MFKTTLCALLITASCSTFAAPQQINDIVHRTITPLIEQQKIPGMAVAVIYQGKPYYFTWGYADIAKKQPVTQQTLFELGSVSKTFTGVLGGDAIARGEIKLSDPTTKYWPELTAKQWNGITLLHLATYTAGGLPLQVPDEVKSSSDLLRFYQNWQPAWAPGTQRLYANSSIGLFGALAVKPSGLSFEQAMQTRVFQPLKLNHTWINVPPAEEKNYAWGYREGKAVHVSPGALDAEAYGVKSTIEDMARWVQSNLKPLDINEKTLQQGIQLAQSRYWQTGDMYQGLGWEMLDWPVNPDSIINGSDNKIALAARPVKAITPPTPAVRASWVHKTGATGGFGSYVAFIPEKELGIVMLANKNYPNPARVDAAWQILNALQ
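20 mM phosphate pH 7.0 + 0.01% (detergent screen) or 0.0001% Triton X-100; 5.3 nM AmpC reagent; cpd preinc 15 min RT; nitrocefin (800 uM stock) to start; A480 q20 s × 4 min; Activity was normalised to no-enzyme and no-compound control wells.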
Cycloheximide cs – counter-screen for Shiga toxin inhibitors: cycloheximide protein synthesis inhibition | cell reporter, cycloheximide protein synthesis inhibition counterscreen | max response, % | hit rate 12% among 300,000 | AID 2314; in the data active = max response mostly above about 13%, no sharp cut-off; inactive = mostly below about 14%; also: read at 38.3 µM for the half of the compounds with a filed dose; 0% is about no effect
Pf growth 48h – inhibits P. falciparum growth in the first generation, 48 h. P. falciparum luciferase growth in erythrocytes, 48 h. Potency, µM (doses to about 28.7 µM), inactives show at the top dose activity change, negative = inhibition, hits mostly inhibitors. hit rate 5.9% among 310,000. AID 504832; also: potency is read from the fitted curve at half-maximal effect; % is scaled to controls: 0 for no effect and ±100 for the full control effect
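Parasite viability was followed by luminescence of a genomically integrated firefly luciferase. Cultures held 0.1% parasitemia at 2% hematocrit (final), incubated under 5% CO2 at 37 C.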
Shiga toxin inh – blocks Shiga toxin action in Vero cells. Vero cells, Shiga toxin protein synthesis inhibition reporter. inhibition, % at 38.7 µM. hit rate 9.2% among 290,000; in the data active = inhibition mostly above about 28%, no sharp cut-off; inactive = mostly below about 43%; also: 0% is about no effect
Tb PYK inh – inhibitors of Trypanosoma brucei pyruvate kinase. Q57TT1. TbPYK enzyme, Kinase-Glo Plus ATP luminescence, 45 min. Potency, µM (titrated, usually from 76.8 µM), without a hit: at the top dose activity, negative = inhibition, hits mostly inhibitors. hit rate 0.12% among 410,000; also: potency is read from the fitted curve at half-maximal effect; % is scaled to controls: 0 for no effect and ±100 for the full control effect; nearly all actives have a fitted effect of over 50% in size
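T. brucei PYK with substrate was exposed to pin-transferred compounds across a concentration series, then started with 130 uM ADP (final). After 45 min at room temperature, Kinase-Glo Plus luminescence was read, normalized and curve-fitted.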
Active calls of the source: *; ? = inconclusive; . = not tested or not shown; [ ] = remark or other dose. Unless noted, calls follow the shape of the dose curve; as a rule, active = well fitted curve in the direction sought with a large enough effect; inconclusive = small, poorly fitted or top-dose-only effect, or another doubt; inactive = no such curve, though single readings can be large; an effect the other way counts as inactive or inconclusive.

1. Nc1nonc1-c1nc2ccccc2n1Cc1ccccc1
2. CCN(CC)c1ccc(NC(=O)C2=CCN(S(=O)(=O)c3ccc(F)cc3)CC2)c(C)c1
3. COc1cc(OC)c(C2=NOC(C(=O)Nc3cc(C)nn3-c3ccccc3)C2)cc1Cl (stereo not drawn)
4. COCCNCC(=O)Nc1ccccc1Sc1ccccc1
5. Cc1cc(C)cc(NC(=S)/C(=C(\[O-])c2ccc(Cl)cc2Cl)[n+]2ccc(C(C)(C)C)cc2)c1
6. Cc1cc(Oc2ncccc2[N+](=O)[O-])c2cc(Cl)ccc2n1
7. COc1ccc(CCNC(=S)NC(=O)c2ccccc2)cc1OC
8. CCC(C(=O)NCc1ccco1)N(C(=O)CNS(=O)(=O)c1ccccc1)c1ccc(OC)cc1 (stereo not drawn)
9. COCCNC(=O)c1ccc(C(=O)NCCOC)s1
10. CC(=O)C1C(=O)c2c(cccc2[N+](=O)[O-])C1=Nc1ccc(S(N)(=O)=O)cc1 (stereo not drawn)

assay / entry,1,2,3,4,5,6,7,8,9,10
LmPK inh,4%,0%,-3%,-1%,3%,7%,4%,0%,2%,0%
Pf growth 96h,22%,-14%,17%,0%,0%,?,13%,?,.,5%
AmpC inh no detg,-14%,1%,62%[activator],10%,-13%,33%,46%,3%,-21%,-37%
Cycloheximide cs,-2,-5,-3,3,-4,-2,2,4,-2,30*
Pf growth 48h,?,-11%,5%,19%,-12%,-18%,4%,.,21%,1%
Shiga toxin inh,-9,-7,8,-6,-5,8,-10,7,1,41
Tb PYK inh,1%,?,-3%,2%,-2%,-5%,0%,-6%,1%,0%

11. CCN(CC)c1ccc(/C=N/N2C(C)CCCC2C)c(O)c1 (stereo not drawn)
12. Clc1ccc(OCC#CCN2CCCCCC2)cc1
13. CCc1noc(C)c1C(=O)NNC(=O)c1ccc(N(CC)CC)cc1
14. CC(Cc1ccccc1)NC(=O)CN1C(=O)c2ccccc2S1(=O)=O (stereo not drawn)
15. O=C(CN1C(=O)NC2(CCCCCC2)C1=O)NCc1ccco1
16. Cc1ccc(C(C2C(=O)CC(C)(C)CC2=O)C2C(=O)CC(C)(C)CC2=O)s1
17. CC(=O)N1CCN(S(=O)(=O)c2cccc(C(=O)Nc3ccc(OC(F)F)cc3)c2)CC1
18. CC(C)c1ccc(NC(=O)COC(=O)[C@H](CCC(N)=O)NC(=O)c2ccc(F)cc2)cc1
19. CCOC(=O)Cn1c(=O)oc2cc(S(=O)(=O)NC(C)(C)CC)ccc21
20. C/C(=N\N1C(=O)c2ccccc2NC1c1ccco1)c1ccccc1O (stereo not drawn)

assay / entry,11,12,13,14,15,16,17,18,19,20
LmPK inh,-5%,-1%,.,-6%,-3%,-5%,5%,5%,-3%,0%
Pf growth 96h,?,71%[activator],?,0%,?,36%[activator],?,3%,43%[activator],17%
AmpC inh no detg,33%,-9%[2.29 µM],-11%,-7%,-17%,16%,39%,141%[activator],-12%,1%[2.29 µM]
Cycloheximide cs,-1,12,.,-1,1,7,-5,-2,2,32*
Pf growth 48h,?,1%,?,62%[activator],48%[activator],-23%,?,36%[activator],?,43%[activator]
Shiga toxin inh,5,47*,.,11,-10,12,29,28,-2,65*
Tb PYK inh,-9%,-7%,8%,-6%,0%,-3%,6%,-5%,6%,-3%

21. Cc1ccc2nc(SCC(=O)Nc3oc(C)c4c(C)n[nH]c(=O)c34)[nH]c2c1
22. CSCCC(NC(=O)c1ccccc1)C(=O)O (stereo not drawn)
23. Cn1c(SCc2ccccc2F)nnc1-c1ccccn1
24. O=C(Cc1cccs1)N1CCCC(c2nc3c(nnn3Cc3cccc(Cl)c3)c(=O)[nH]2)C1 (stereo not drawn)
25. CC(O)[C@H]1CNCCN1CCc1cc(C(F)(F)F)cc(C(F)(F)F)c1 (stereo partly drawn)
26. COc1cc(/C=C2\C(=N)N3N=C(S(C)(=O)=O)SC3=NC2=O)ccc1OS(=O)(=O)c1ccccc1
27. COc1ccc(/C=N/NC(=O)C(=O)N2CCCC2)cc1OC
28. CCOC(=O)c1c(-c2ccccc2)csc1NC(=O)C1CCCO1 (stereo not drawn)
29. CC(=O)c1c(C)[nH]c(C(=O)OCC(=O)Nc2cccc(S(=O)(=O)N3CCCC3)c2)c1C
30. CCOC(=O)c1c(NC(=O)CSc2nnnn2C)sc(CC)c1C

assay / entry,21,22,23,24,25,26,27,28,29,30
LmPK inh,.,-2%,-2%,9%,.,7%,2%,4%,1%,-5%
Pf growth 96h,20%,0%,11%,-8%,?,?,?,1%,0.83µM*,14%
AmpC inh no detg,-22%,-14%,-4%[2.29 µM],60%,46%,-47%,1%,-9%,-43%,59%
Cycloheximide cs,.,-1,44*,-2,.,9,13,-6,-5,-4
Pf growth 48h,21%,3%,275%[activator],8.3µM*,?,4%,-6%,-7%,5.9µM*,?
Shiga toxin inh,.,-4,109*,16,.,11,31,-12,-12,-7
Tb PYK inh,1%,5%,8%,-9%,7%,.,4%,-13%,1%,0%

31. CCNC(=S)N/N=C(\C)c1cccc([N+](=O)[O-])c1
32. CCCCCCCCC(NC(=O)c1ccc(C#N)cc1)C(=O)NCCC (stereo not drawn)
33. COCCCN1C(=O)c2ccc(C(=O)OCC(=O)NCc3ccccc3OC)cc2C1=O
34. CCOCCCNC(=O)c1ccc2c(c1)N=C(CC)c1cc(Br)ccc1S2
35. COC(=O)/C(C#N)=C/c1c(Oc2cccc(C)c2)nc2ccccn2c1=O
36. COC(=O)c1[nH]c2ccc(Cl)cc2c1NC(=O)CCN1CCOCC1
37. O=C(O)C1CCN(C(=O)COc2ccc3c(c2)oc(=O)c2ccccc23)CC1
38. Cc1ccc(C(=O)N(CN2CCCC2=O)c2ccccc2)cc1
39. Cc1oc(-c2cc(Cl)cc(Cl)c2)cc1C(=O)NCCc1ccccc1
40. COc1ccccc1NS(=O)(=O)c1ccc(C(=O)Nc2ncccc2O)cc1

assay / entry,31,32,33,34,35,36,37,38,39,40
LmPK inh,-7%,.,-6%,-2%,3%,4%,-10%,0%,-2%,.
Pf growth 96h,3%,?,2%,?,-6%,25%,16%,?,?,?
AmpC inh no detg,-24%,-13%,-7%,120%[activator],-3%,-15%,-14%,-1%,-13%,-18%
Cycloheximide cs,13,.,-6,-3,-2,-3,-2,5,0,.
Pf growth 48h,?,3%,11%,4.1µM*,3%,-2%,15%,4%,6%,4.7µM*
Shiga toxin inh,10,.,9,-18,-18,-5,-2,-13,-11,.
Tb PYK inh,-9%,-8%,-8%,3%,5%,-10%,-8%,1%,-8%,1%

Ordered by number of heavy atoms (descending): 3 of the compounds above
33. COCCCN1C(=O)c2ccc(C(=O)OCC(=O)NCc3ccccc3OC)cc2C1=O
40. COc1ccccc1NS(=O)(=O)c1ccc(C(=O)Nc2ncccc2O)cc1
39. Cc1oc(-c2cc(Cl)cc(Cl)c2)cc1C(=O)NCCc1ccccc1

assay / entry,33,40,39
LmPK inh,-6%,.,-2%
Pf growth 96h,2%,?,?
AmpC inh no detg,-7%,-18%,-13%
Cycloheximide cs,-6,.,0
Pf growth 48h,11%,4.7µM*,6%
Shiga toxin inh,9,.,-11
Tb PYK inh,-8%,1%,-8%

Other records.
41. C=CCn1c(C)nnc1SCC(=O)Nc1ccccc1C(=O)NC1CC1
42. C/C(=N\NC(=O)CCc1ccc(S(=O)(=O)N2CCOCC2)cc1)c1ccccc1Cl
43. CCCn1c(C(O)c2cccc(OC)c2)nc2ccccc21 (stereo not drawn)
44. CC(=O)c1ccc(N2CCN(C(=O)/C=C/c3ccc4ccccc4n3)CC2)cc1
45. CCC(C)(C)NC(=O)CN(Cc1ccc2c(c1)OCO2)C(=O)CCC(=O)Nc1ccccn1
46. CC(=O)Nc1ccc(S(=O)(=O)N2CCCC3CCCCC32)cc1 (stereo not drawn)
47. COc1cc(CCC(=O)OCC(=O)Nc2ccc(F)cc2F)cc(OC)c1OC
48. O=C1c2ccccc2C(Nc2ccc3c(c2)OCO3)N1Cc1ccc2c(c1)OCO2 (stereo not drawn)
49. NC(=S)Nc1cccc2[nH]ccc12
50. O=C(CC1(O)C(=O)Nc2ccccc21)c1ccc(-n2cnnn2)cc1 (stereo not drawn)

assay / entry,41,42,43,44,45,46,47,48,49,50
LmPK inh,.,2%,2%,8%,0%,.,-1%,-9%,2%,8%
Pf growth 96h,-3%,?,-11%,-13%,-10%,?,-26%,3.3µM*,34%[activator],?
AmpC inh no detg,-15%,29%,-9%,-8%,20%,-4%,0%,-26%,-3%,-11%
Cycloheximide cs,.,8,-3,22,-4,.,-2,38*,-9,24*
Pf growth 48h,?,?,?,?,?,?,0%,9.3µM*,48%[activator],16%
Shiga toxin inh,.,30,-3,28,-6,.,4,20,-6,28
Tb PYK inh,-5%,4%,0%,-3%,-3%,-4%,-1%,?,-1%,-8%

51. COCC(CN1CCN(C2=NS(=O)(=O)c3ccccc32)CC1)OC(=O)c1ccc(OC)cc1 (stereo not drawn)
52. CCn1nc(C)cc1C(=O)Sc1cccc(Cl)c1
53. O=C(CCCn1c(=S)[nH]c2cc3c(cc2c1=O)OCO3)N1CCN(c2ccc(F)cc2)CC1
54. CC(C)(C)NC(=O)CC(c1ccccc1)c1ccccc1O (stereo not drawn)
55. CC12CCC(C(=O)N(CC(O)CN3CCCCC3)C1=O)C2(C)C (stereo not drawn)
56. Cn1cc(Br)c(-c2cccc(NC(=O)CCC(=O)O)c2)n1
57. Cc1cccc(NC(=O)CSc2ccc(-c3ccco3)nn2)c1
58. CC1CCCCC1NS(=O)(=O)CCNC(=O)c1ccccc1 (stereo not drawn)
59. CN(C)CCNc1nc2sc3c(c2c(=O)n1CCc1ccccc1)CCCCC3

assay / entry,51,52,53,54,55,56,57,58,59
LmPK inh,-3%,-4%,1%,-1%,-1%,2%,0%,.,2%
Pf growth 96h,?,28%,.,9%,23%,3%,26%,-12%,2.3µM*
AmpC inh no detg,60%,2%,-23%,-16%,-3%,-13%,3%,-4%,122%[activator]
Cycloheximide cs,-2,6,-5,-2,-4,-3,20*,.,-1
Pf growth 48h,2%,4%,?,.,-18%,?,18%,-9%,2.1µM*
Shiga toxin inh,-10,29,-16,-18,-1,-3,17,.,-12
Tb PYK inh,-1%,5%,-10%,4%,-1%,-5%,0%,-3%,-1%

A different layout for part of the listing above.
no.	Compound	LmPK inh	Pf growth 96h	AmpC inh no detg	Cycloheximide cs	Pf growth 48h	Shiga toxin inh	Tb PYK inh
55	CC12CCC(C(=O)N(CC(O)CN3CCCCC3)C1=O)C2(C)C (stereo not drawn)	-1%	23%	-3%	-4	-18%	-1	-1%
59	CN(C)CCNc1nc2sc3c(c2c(=O)n1CCc1ccccc1)CCCCC3	2%	2.3µM*	122%[activator]	-1	2.1µM*	-12	-1%
57	Cc1cccc(NC(=O)CSc2ccc(-c3ccco3)nn2)c1	0%	26%	3%	20*	18%	17	0%
